Source: PubChem BioAssay
TbPYK inhibitor: T. brucei pyruvate kinase inhibition; Q57TT1; hit rate 0.12% among 410,000; Potency, µM (top dose mostly 76.8 µM), without a hit: at the highest dose activity, negative = inhibition, actives largely listed as inhibitors; AID 624173; TbPYK enzyme, Kinase-Glo Plus ATP luminescence, 45 min; note: potency is the fitted concentration of half-maximal effect; nearly all actives have a fitted effect of over 50% in size
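Luminescent Kinase-Glo Plus end-point after 45 min room-temperature reaction of T. brucei pyruvate kinase started with 130 uM ADP (final). Buffer TEA 50 mM pH 7.2 with KCl, MgCl2, BSA, Tween-20; titration-based qHTS with fitted concentration-effect curves.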
AmpC detergent: blocks E. coli AmpC beta-lactamase in detergent assay. AmpC hydrolysis of nitrocefin, absorbance 480 nm, 0.01% Triton. AID 485294. Potency, µM (titrated, usually from 114 µM), for the others: at the top dose activity change, negative = inhibition, most hits filed as inhibitors. hit rate 0.041% among 370,000;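 note: potency is the fitted concentration of half-maximal effect; 0% = no-compound wells and -100% = no-enzyme wells; nearly all actives have a fitted effect of over 25% in size; some results filed as inactive show a strong effect at the top dose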
Target sequence (P00811 whole entry, looked up): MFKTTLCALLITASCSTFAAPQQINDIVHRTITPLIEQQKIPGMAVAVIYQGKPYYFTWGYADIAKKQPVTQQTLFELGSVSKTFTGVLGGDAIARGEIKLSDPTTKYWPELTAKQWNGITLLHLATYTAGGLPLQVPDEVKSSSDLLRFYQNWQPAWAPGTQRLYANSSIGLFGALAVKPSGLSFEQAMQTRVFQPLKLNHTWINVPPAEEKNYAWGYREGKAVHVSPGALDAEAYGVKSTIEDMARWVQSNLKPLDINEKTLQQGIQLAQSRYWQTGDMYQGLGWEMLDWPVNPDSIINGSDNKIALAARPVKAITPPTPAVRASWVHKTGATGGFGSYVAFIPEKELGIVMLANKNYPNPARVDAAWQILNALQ
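20 mM phosphate pH 7.0 + 0.01% (detergent screen) or 0.0001% Triton X-100; 5.3 nM AmpC reagent; cpd preinc 15 min RT; nitrocefin (800 uM stock) to start; A480 q20 s × 4 min; Activity was normalised to no-enzyme and no-compound control wells.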
AmpC inh no detg: inhibitors of E. coli AmpC beta-lactamase without detergent; hit rate 0.52% among 330,000; P00811; AmpC nitrocefin hydrolysis, absorbance 480 nm, 0.0001% Triton; Potency, µM (series often up to 57.1 µM), for the others: at the top dose activity change, negative = inhibition, hits mostly inhibitors; AID 485341;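 note: potency is the fitted concentration of half-maximal effect; plate controls were no compound for no effect and no enzyme for full effect; nearly all actives have a fitted effect of over 20% in size; some results filed as inactive show a strong effect at the top dose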
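AmpC (5.3 nM in the dispensed reagent) in 20 mM phosphate pH 7.0 with 0.01% (detergent screen) or 0.0001% Triton X-100 was preincubated with compounds for 15 min at room temperature. Nitrocefin was then added from an 800 uM solution, and hydrolysis was followed at 480 nm.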
HCMV antiviral: human cytomegalovirus inhibition. HFF cells, HCMV-luciferase reporter, 72 h; hits give low values. activity change, negative = inhibition, % at 57.5 µM. hit rate 4.5% among 410,000; in the data active = activity change below about -60%; inconclusive = no clear call, values can overlap the other calls; inactive = above about -39%
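Screen run at 2 compound doses on HFFs infected with reporter HCMV, MOI 1 PFU/cell. Luciferase activity from cell lysates at 72 h post infection gave inhibition relative to buffer-only and Salinomycin wells.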
Sm TGR block: inhibitors of Schistosoma mansoni thioredoxin glutathione reductase; Q962Y6; purified TGR, DTNB reduction, TNB absorbance 405 nm; Potency, µM (highest dose often 114 µM), without a hit: at the top dose activity change, negative = inhibition, most hits filed as inhibitors; hit rate 3% among 360,000; note: potency is the fitted concentration of half-maximal effect; nearly all actives have a fitted effect of over 60% in size
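First, TGR (20 nM dispensed) and NADPH were mixed with compound. Second, a 15 min room-temperature incubation followed. Third, further NADPH and then DTNB were added to start the reaction. Finally, TNB absorbance was monitored kinetically.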
LmPK inh: LmPK (Leishmania mexicana) enzyme inhibition; Q27686; purified LmPK, Kinase-Glo ATP luminescence, 1 h; Potency, µM (titrated, usually from 57.5 µM), inactives show at the top dose activity change, negative = inhibition, usual class: inhibitors; hit rate 0.37% among 290,000; note: potency is the fitted concentration of half-maximal effect
Target sequence (Q27686 whole entry, looked up): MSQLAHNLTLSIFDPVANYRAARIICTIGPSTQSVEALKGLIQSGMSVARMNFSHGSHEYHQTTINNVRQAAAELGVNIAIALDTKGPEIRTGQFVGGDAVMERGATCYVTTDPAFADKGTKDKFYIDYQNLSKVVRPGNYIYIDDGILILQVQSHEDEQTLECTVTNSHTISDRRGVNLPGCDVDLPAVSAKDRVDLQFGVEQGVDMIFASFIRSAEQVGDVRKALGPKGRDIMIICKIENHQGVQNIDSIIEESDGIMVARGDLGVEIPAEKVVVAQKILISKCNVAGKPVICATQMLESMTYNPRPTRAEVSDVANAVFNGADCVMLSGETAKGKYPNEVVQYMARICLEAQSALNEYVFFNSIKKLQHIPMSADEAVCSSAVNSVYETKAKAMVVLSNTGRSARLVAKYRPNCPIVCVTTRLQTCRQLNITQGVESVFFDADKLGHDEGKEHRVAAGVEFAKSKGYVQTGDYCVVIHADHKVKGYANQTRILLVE
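Kinase-Glo luminescence read after 1 h RT reaction of 0.1 nM LmPK with 0.5 mM PEP and 0.1 mM ADP. Activity scaled between uninhibited and enzyme-free controls.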
AMA1-RON2 inh: inhibitors of Plasmodium falciparum AMA1-RON2 interaction; AlphaScreen AMA1-biotinylated RON2 peptide binding; Potency, µM (top dose mostly 58.2 µM), for inactives: at the highest dose activity change, negative = inhibition, actives largely listed as inhibitors; hit rate 0.2% among 360,000; AID 720542;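 note: potency is the fitted concentration of half-maximal effect; 0% = vehicle wells and -100% = peptide control; nearly all actives have a fitted effect of over 45% in size; some results filed as inactive show a strong effect at the top dose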
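AMA1 (3D7) with his tag at 25 nM final met compounds first, then biotinylated RON2 peptide at 25 nM; detection used donor plus acceptor beads, 10 µg/mL apiece, read by AlphaScreen after 30 min at room temperature.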
The depositor's hits bear a star; ? = inconclusive; · = not tested or not shown; [ ] = remark or other dose. Unless noted, calls come from the whole dose curve; as a rule, active = well fitted curve in the direction sought with a large enough effect; inconclusive = small, poorly fitted or top-dose-only effect, or another doubt; inactive = no such curve, though single readings can be large; an effect the other way counts as inactive or inconclusive. Unless noted, % is set by controls: 0 for no effect and ±100 for the full control effect.

SMILES	TbPYK inhibitor	AmpC detergent	AmpC inh no detg	HCMV antiviral	Sm TGR block	LmPK inh	AMA1-RON2 inh
CC(c1ccccc1)N1C(=O)CC(Sc2ncccc2C(=O)O)C1=O (stereo not given)	6%	?	-4%	5	35µM*	-6%	-1%
CCCC[C@@H]1CCCO[C@@](C(=O)NCc2ccccn2)(C(F)(F)F)C1	-3%	·	·	17	·	·	8%
COc1ccc(N=c2cc(-c3ccc(O)cc3)oc3ccccc23)cc1	4%	-5%	-18%	-26	-1%	2%	-29%
COc1ccc(-c2cnc(SCC(=O)Nc3ccc4c(c3)OCO4)n2Cc2ccco2)cc1	-1%	-3%	-42%	-24	-24%	-3%	14µM*
O=C1NC[C@H](Cc2ccc(O)cc2)N(C[C@@H]2CCCN2C[C@H](Cc2ccccc2)N2C[C@H](Cc3ccccc3)N(CCc3ccccc3)C(=O)C2=O)C1=O	-6%	·	·	-21	·	·	-6%
O=C1C(=O)N(CCCn2ccnc2)C(c2cccc(Br)c2)/C1=C(\O)c1ccc2c(c1)OCCO2 (stereo not given)	3%	?	-21%	-21	-34%	-2%	26%
CCCCNC(=O)c1cc2ccccc2s1	1%	11%	-19%	0	34%	3%	-1%
CCOc1ccc(NC(=O)c2cc3c(=O)n(C)c4ccccc4c3n2C)cc1	3%	-2%	-3%	-1	-4%	5%	-3%
O=C(CCN1CCN(c2ccccc2F)CC1)Nc1ccc2c(c1)OCO2	3%	-10%	-12%	-23	-24%	3%	?
COc1cccc(-c2nc(CS(=O)(=O)CC(=O)Nc3ccc(C(C)=O)cc3)c(C)o2)c1	-1%	-3%	0%	10	-30%	-8%	-10%
Cc1cc(C(=O)N=Nc2c(O)n(C)c3ccccc23)c(C)o1	-5%	-13%	-25%	25	4%	-29%	-2%[11.6 µM]
CCc1nnc(NC(=O)c2nc(SCc3ccccc3F)ncc2Cl)s1	0%	3%	·	4	-2%	·	·
O=C(CSc1oc(-c2ccco2)nc1S(=O)(=O)c1ccc(F)cc1)NCC1CCCO1 (stereo not given)	-11%	-1%	-1%	·	0%	6%	-2%
CC1(C)C(=O)Nc2ccccc2N1C(=O)COc1ccc(C#N)cc1	1%	·	-30%	-9	·	·	-2%
CCN(C(=O)CN1C(=O)/C(=C/c2ccccc2)SC1=S)C1CCS(=O)(=O)C1 (stereo not given)	-5%	3%	2%	?	-1%	0%	-9%
COCCN(C(=O)COC(=O)CNC(=O)c1cccs1)c1c(N)n(Cc2ccccc2)c(=O)[nH]c1=O	-3%	?	-16%	-26	46%[activator]	·	12%
Cc1ccc(Nc2sc(C(=O)c3ccccc3)c(N)c2C(=O)Nc2ccc(Cl)cc2)cc1	0%	14%	·	-103*	-3%	·	·
O=C(NNc1nc2c(F)cc(F)cc2s1)c1ccccc1	-11%	5%	-18%	-70*	9%	4%	91%[activator]
Cc1cc(S(=O)(=O)c2cc3ccc(O)c(C)c3oc2=O)ccc1F	2%	1%	-27%	-39	-3%	3%	25%
Cn1c(=O)c(C(=O)COC(=O)c2cc(-c3ccco3)nc3ccccc23)c(N)n(CC2CC2)c1=O	·	?	37%	·	3.5µM*	5%	·
C/C(N)=C(/C#N)C(=O)CSc1nncn1-c1ccccc1	-5%	?	-7%[11.4 µM]	-1	6%	-2%	-1%
CCc1cc(Cn2nc(-c3ccccc3)cc2C(=O)NCCOC)on1	0%	-10%	24%	-8	-1%	·	-1%
CN(C(=O)CN1C(=O)S/C(=C\c2ccccc2Cl)C1=O)C1CCS(=O)(=O)C1 (stereo not given)	0%	?	42%	?	-20%	8%	3%
O=C(CSc1nnc(-c2ccco2)o1)NC1CCCCCC1	-4%	-12%	-13%	-17	8%[11.4 µM]	10%	-10%
Cc1ccc(/C=C(\C#N)C(=O)Nc2c(C)cccc2C)s1	-12%	4%	-37%	-34	-4%	7%	-17%
Cc1ccc(S(=O)(=O)N(CC(=O)N2CCc3ccccc3C2)c2ccc(C)c(C)c2)cc1	-5%	11%	·	-2	3%	·	·
NC(N)=Nc1nc2ccc([N+](=O)[O-])cc2[nH]1	-7%	-5%	-8%	-20	-18%	-2%	61%[activator]
Cc1cc(C)cc(NC(=O)CNS(=O)(=O)c2ccc3nc(C)sc3c2)c1	3%	-5%	·	?	-11%	·	·
CCCCC1=CC2=C(c3ccco3)C(=O)C(C)(OC(=O)c3ccc(OC)cc3)C(=O)C2=CN1Cc1ccc(OC)cc1 (stereo not given)	·	2%	13%	·	-2%	-7%[11.5 µM]	·
OC(c1ccc(-c2ccccc2)cc1)c1ncc(-c2ccccc2Cl)[nH]1 (stereo not given)	-5%	·	·	-28	·	·	10%
CCC(c1nnc(SCC(=O)NC23CC4CC(CC(C4)C2)C3)o1)N(C)C (stereo not given)	-10%	-1%	13%	-8	-9%	-2%	7%
CN(C(=O)c1ccccc1C(=O)OCC(=O)Nc1ccc(S(N)(=O)=O)cc1)c1ccccc1	2%	-14%	-13%	-6	-7%	·	-11%
C=CCc1ccccc1OCC(=O)NNC(=S)NCc1ccccc1	-22%	6%	-22%	-16	8%	-9%	20%
Cc1nc2cc(NS(=O)(=O)c3ccc(Br)cc3)ccc2n1C	-1%	-6%	-32%	35	0%	1%	6%
COc1ccc(NC(=O)[C@H]2O[C@@H]3OC(C)(C)O[C@@H]3[C@H]3OC(C)(C)O[C@H]32)c(OC)c1	-10%	23%	·	-6	0%	·	·
CCOC(=O)c1ccc2ncc(-c3ccccc3)nc2c1	6%	-1%	-7%	-3	5%	-9%	-10%
COc1ccc(CNC(=O)CCc2c(C)nc3c(c(C)nn3-c3ccccc3)c2C)cc1	4%	13%	·	-14	2%	·	·
CCOc1ccccc1NS(=O)(=O)c1c(C)nc2sccn2c1=O	2%	14%	·	24	0%	·	·
Cc1cc(C)c2nc(Cl)c(Cl)nc2c1	-1%	0%	-8%	-2	5%	-6%	19%
Clc1ccc2c(c1)Nc1ccccc1CC2	-1%	·	·	-2	·	·	-20%

Record cards, from the list above. Order of screens: TbPYK inhibitor	AmpC detergent	AmpC inh no detg	HCMV antiviral	Sm TGR block	LmPK inh	AMA1-RON2 inh
Record of COc1ccc(CNC(=O)CCc2c(C)nc3c(c(C)nn3-c3ccccc3)c2C)cc1 : 4%	13%	·	-14	2%	·	·
Record of CCC(c1nnc(SCC(=O)NC23CC4CC(CC(C4)C2)C3)o1)N(C)C (stereo not given) : -10%	-1%	13%	-8	-9%	-2%	7%
Record of CCOc1ccccc1NS(=O)(=O)c1c(C)nc2sccn2c1=O : 2%	14%	·	24	0%	·	·
Record of CCOC(=O)c1ccc2ncc(-c3ccccc3)nc2c1 : 6%	-1%	-7%	-3	5%	-9%	-10%
Record of Clc1ccc2c(c1)Nc1ccccc1CC2 : -1%	·	·	-2	·	·	-20%

More records:
SMILES	TbPYK inhibitor	AmpC detergent	AmpC inh no detg	HCMV antiviral	Sm TGR block	LmPK inh	AMA1-RON2 inh
CC(NC(=O)C1CCC(CNS(=O)(=O)c2ccccc2)CC1)c1ccccc1 (stereo not given)	2%	-11%	-5%	102	0%	8%	8%
CCC1CCCCN1C(=O)c1c[nH]c2ccc(S(=O)(=O)N(C)c3ccc(Cl)cc3)cc2c1=O (stereo not given)	0%	-2%	-29%	?	-18%	1%	11%
CCOc1ccccc1NC(=O)C(OC(=O)c1ccc(N(C)C)cc1)c1ccccc1 (stereo not given)	3%	?	-36%	-32	-2%	-1%	1%
CN(Cc1ccccc1)C(=O)C1CCC(CNS(=O)(=O)c2ccc3c(c2)CCCC(=O)N3)CC1 (stereo not given)	-5%	7%	·	-6	8%	·	·
O=C(c1c(F)cccc1F)N1CCN=C1SCc1ccccc1	2%	5%	-5%	-27	19%	1%	3%
CCc1nc(C)cc2c1sc1ccccc12	-1%	0%	31%	38	-20%	9%	31%[activator]
CC(=O)Nc1ccc(NC(=O)CSc2ccc3nnc(-c4cccnc4)n3n2)cc1	7%	-2%	-5%	45	-10%	-3%	-9%
Cc1nn2c(=O)cc(COC(=O)CNC(=O)c3ccc(F)cc3)nc2s1	-4%	16%	·	-1	-2%	·	·
CC(=O)N1CCN=C1SCc1cccc(C(F)(F)F)c1	-5%	?	0%	21	11%	9%	6%
O/N=C1/CCSc2ccccc21	-2%	-7%	-19%	-1	10%	1%	2%
CC(=O)COc1ncnc2c(Cl)cc(Cl)cc12	-1%	-7%	-17%	-19	-9%	0%	-1%
CCOc1ccc2c(c1)OC(c1ccc(OC)cc1)(C(F)(F)F)NC2=O (stereo not given)	6%	-10%	-18%	-30	-9%	-2%	-6%
O=C(CN1C2CCCC1CC(NC(=O)c1ccccc1)C2)NC1CC1 (stereo not given)	0%	1%	-18%	-27	1%	0%	-4%
COC(=O)CNC(=O)CSc1ccccn1	-2%	-8%	-26%	2	7%	2%	-2%
C[C@H](NC(=O)[C@H](Cc1ccccc1)NC(=O)c1cc2cc(Cl)ccc2n1C)C(=O)O	-3%	-7%	-11%	-16	0%	-1%	-2%
Cc1noc(C)c1COc1cccc(C(=O)OCC(=O)N2CC(=O)Nc3ccccc32)c1	8%	-11%	14%	35	12%	-2%	18%
CSCCC(NC(=O)c1ccccc1Br)C(=O)NCc1ccc(F)cc1 (stereo not given)	-3%	4%	2%	-63*	0%	-8%	-11%
CC1CC(C)CN(CCCNC(=O)CCNC(=O)Cn2ccc3ccccc3c2=O)C1 (stereo not given)	6%	3%	4%	-26	12%	7%	-6%
COCCCNC(=O)c1ccc2c(=O)n(C3CCCC3)c(=S)[nH]c2c1	-8%	-11%	-10%	-11	9%	4%	72%[activator]
O=C(CCn1nnc2ccccc21)Nc1nnc(Cc2ccc(F)cc2)s1	5%	?	-9%	50	-7%	-4%	1%
COc1cc2c(C(=O)N(C)c3cccc(C(F)(F)F)c3)cn(CC(C)C)c(=O)c2cc1OC	4%	1%	·	-22	1%	·	·
Cc1ccc(C(=O)NCC(=O)OCc2nnc(-c3ccc([N+](=O)[O-])cc3)o2)cc1	0%	·	·	-2	·	·	27%
Cc1cc(-c2ccccc2)[nH]c(=O)c1C#N	4%	-7%	-23%	16	-2%	1%	20%
O=C(OCC1CCC=CO1)C1CCC=CO1 (stereo not given)	-4%	·	·	-3	·	·	-14%
